From PubChem
ssDAF12 agonist – activates DAF-12 receptor from parasite S. stercoralis; HEK293 ssDAF-12/GRIP1 lit1-tk-luc reporter, luminescence; % of 3 µM dafachronic acid response; activation, % at 6.8 µM; 370,000 tested, 1% active;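 active = activation above the mean over all tested compounds plus 3 SD, cut at about 0.9% in these data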;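 note: 0% = DMSO-only wells and 100% = 3 µM delta7-dafachronic acid wells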
hcDAF12 agonist – H. contortus DAF-12 activation, primary screen; HEK293 hcDAF-12 lit1-tk-luc reporter, luminescence; 0% DMSO, 100% Δ7-dafachronic acid; activation, % at 6.8 µM; 370,000 tested, 1.4% active; AID 652067;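 active = activation above the mean of all tested compounds plus 3 SD, cut at about 5.5% in these data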;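 note: 100% = response to 3 µM Δ7-dafachronic acid high control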
SMARCA2 act – increases SMARCA2 function in MMTV reporter cells. MG213 cells, MMTV-luciferase reporter, dexamethasone, overnight. activation, % at 9.1 µM. 370,000 tested, 1% active; in the data active = activation above about 7.8%;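 note: 0% = vehicle wells and 100% = reference activator wells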
hgDAF-12 ag – agonists of H. glycines DAF-12 nuclear receptor; HEK293 GAL4-hgDAF12 UAS-luciferase reporter, agonist luminescence; normalized to butyrate control; activation, % at 6.8 µM; 370,000 tested, 1.8% active; AID 687014;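 active = activation above a cutoff set at the mean of all screened compounds plus 3 SD, cut at about 10% in these data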;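 note: 0% = DMSO wells and 100% = sodium butyrate wells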
NPR1 activator – GC-A (human) enzyme activation | HEK293 GC-A cells, cGMP TR-FRET, EC30 ANP; 0% at EC30 ANP, 100% saturating ANP | activation, % at 10 µM | 370,000 tested, 0.14% active | AID 1671463; in the data active = activation above about 40%
ADAM17 inh – inhibits human ADAM17; inhibition, % at 6.95 µM; P78536; recombinant ADAM17, EDANS/DABCYL FRET peptide cleavage; AID 720648; 370,000 tested, 0.83% active;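 active = inhibition above the mean of compounds lying between control limits plus 3 SD, set per campaign, cut at about 8.5% in these data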;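 note: 0% = DMSO-only wells as the low control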
Target sequence (P78536 215-824 limits assumed): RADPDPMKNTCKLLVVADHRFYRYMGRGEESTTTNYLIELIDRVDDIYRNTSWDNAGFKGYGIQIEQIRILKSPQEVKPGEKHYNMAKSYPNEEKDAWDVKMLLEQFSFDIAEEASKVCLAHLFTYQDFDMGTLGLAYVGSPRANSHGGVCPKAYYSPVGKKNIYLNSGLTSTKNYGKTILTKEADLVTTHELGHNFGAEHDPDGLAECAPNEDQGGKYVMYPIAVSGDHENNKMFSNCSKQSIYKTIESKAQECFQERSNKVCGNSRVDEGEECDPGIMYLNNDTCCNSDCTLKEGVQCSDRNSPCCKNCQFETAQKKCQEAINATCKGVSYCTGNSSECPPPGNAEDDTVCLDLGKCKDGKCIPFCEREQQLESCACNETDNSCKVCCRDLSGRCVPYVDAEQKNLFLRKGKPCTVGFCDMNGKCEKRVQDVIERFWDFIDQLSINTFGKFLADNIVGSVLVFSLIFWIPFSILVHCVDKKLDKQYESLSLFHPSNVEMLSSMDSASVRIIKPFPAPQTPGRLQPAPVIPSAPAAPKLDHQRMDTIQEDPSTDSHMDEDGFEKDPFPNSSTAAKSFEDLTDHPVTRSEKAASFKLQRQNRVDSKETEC
ADAM10 inh – inhibitors of human ADAM10 | recombinant ADAM10, EDANS/DABCYL FRET peptide cleavage, 3 h | inhibition, % at 7 µM | AID 720582 | 370,000 tested, 0.62% active;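 active = inhibition above a per-campaign cutoff equal to the mean of compounds falling between control-based bounds plus 3 SD, cut at about 20% in these data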;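 note: 0% = DMSO wells while the 100% control is not disclosed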
PG9 Ab binder – PG9 antibody binding by small molecule | TR-FRET gp120-PG9 antibody binding | inhibition, % at 6.7 µM | 360,000 tested, 0.43% active | AID 624416; in the data active = inhibition above about 8.5%
DAX1 inh-1 – blocks DAX1 repression of SF-1 activated StAR promoter | HEK293T StAR-luciferase reporter, SF-1/DAX-1 repression relief | inhibition, % at 6.8 µM | 370,000 tested, 1.1% active | AID 652010;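 active = inhibition above the mean over all tested compounds plus 3 SD, cut at about 3.6% in these data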;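 note: 0% = DAX-1 cells with DMSO and 100% = cells lacking DAX-1 with DMSO; higher inhibition means more luminescence from relief of DAX-1 repression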
FXN GAA850 act – increases GAA850 frataxin promoter reporter activity; 360,000 tested, 0.56% active; activation, % at 6 µM; HEK293 lucGAA850 FXN promoter luciferase reporter, 24 h; percent of 10 µM SAHA response;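 active = activation above the average of all compounds screened plus 3 SD, cutoff fixed separately per campaign, cut at about 7.5% in these data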;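 note: 0% = DMSO wells and 100% = 10 µM SAHA wells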
DAX1 inh-2 – inhibitors of human orphan nuclear receptor DAX1 (NR0B1); P51843; HEK293 Gal4-DAX1 luciferase reporter, luminescence; inhibition, % at 6.75 µM; 340,000 tested, 0.99% active; AID 504766;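 active = inhibition above the mean over all tested compounds plus 3 SD, cut at about 4.2% in these data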;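 note: 0% = DAX1-transfected cells with DMSO and 100% = empty-vector control cells with DMSO; inhibition shows as a rise in luminescence from relieved DAX1 repression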
Target sequence (P51843 207-470 limits assumed): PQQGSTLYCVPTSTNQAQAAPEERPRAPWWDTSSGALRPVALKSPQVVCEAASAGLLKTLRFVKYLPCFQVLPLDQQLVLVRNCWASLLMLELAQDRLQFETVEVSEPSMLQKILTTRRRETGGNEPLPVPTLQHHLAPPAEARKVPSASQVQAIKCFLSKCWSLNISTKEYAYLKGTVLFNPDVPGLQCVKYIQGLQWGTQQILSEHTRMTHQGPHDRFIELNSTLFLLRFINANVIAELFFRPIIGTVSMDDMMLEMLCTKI
* = called active by the depositor; x = not tested or not shown.

SMILES	ssDAF12 agonist	hcDAF12 agonist	SMARCA2 act	hgDAF-12 ag	NPR1 activator	ADAM17 inh	ADAM10 inh	PG9 Ab binder	DAX1 inh-1	FXN GAA850 act	DAX1 inh-2
CCOC(=O)C1(C)CCCN(C(=O)c2cc(C)on2)C1 (stereo not drawn)	-1.2	-1.3	-3	0.2	-1	-4	-11	0.5	-0.8	1.1	x
FC(F)(F)c1cc(CCN2CCNC[C@H]2Cc2cccc3ccccc23)cc(C(F)(F)F)c1	-0.7	-1.0	0	-0.1	-4	1	-1	-2.3	-0.4	0.0	0.8
Cc1nn(CCCC(=O)Nc2cc(Oc3ccccc3)cc([N+](=O)[O-])c2)c(C)c1[N+](=O)[O-]	-1.6	-2.7	-5	-1.6	-7	12*	17	1.0	-0.7	4.1	-2.3
CCC1CCC(NC2CCCCNC2=O)CC1 (stereo not drawn)	-1.8	-2.0	-3	-1.4	2	-4	-1	-0.3	-0.9	0.1	-0.7
Cc1ccc(CNC(=O)c2ccc(CN3CCOCC3)cc2)cc1	-0.6	0.5	5	-0.9	-1	1	-4	-1.1	-0.2	-0.1	-0.5
CC[C@H]1c2[nH]c3ccccc3c2C[C@@H]2C(=O)N(c3ccc(F)cc3)C(=O)N21	-1.8	-1.8	0	-2.8	1	4	1	-0.8	-1.3	1.0	-0.2
COc1cc(/C=N/Nc2ccc3ccccc3c2)ccc1OC(=O)c1ccco1	0.4	6.8*	3	5.1	-7	-6	-4	-2.5	-0.1	0.6	1.2
CCN(CC(=O)Nc1ccccc1C(F)(F)F)C(=O)CN1C(=O)NC2(CCCC2)C1=O	-1.4	-0.1	-4	1.2	-1	1	-1	-2.5	1.6	-0.3	-0.1
Cc1ccc(N2NC(C)(c3cccs3)NC2=S)cc1 (stereo not drawn)	-0.4	2.5	-2	-2.0	0	-6	-21	-2.8	-0.1	1.5	4.3*
CCCCCc1c(O)c2ccccc2[nH]c1=O	-1.0	2.2	-2	0.7	-3	-17	-45	0.2	0.3	1.0	2.2
COC(=O)c1cc(-c2ccccc2)c(=O)n2c1CCC2	-1.3	-1.2	-1	0.6	2	-4	-14	x	-0.4	x	x
Cc1ccc(O)c(C(=O)/C=C/c2ccc3c(c2)OCCCO3)c1	-1.0	1.4	1	5.7	-2	-9	-10	-1.0	0.3	4.8	-0.5
CCCn1c(SCC(=O)NCCc2ccc(Cl)cc2Cl)n[nH]c1=O	-1.4	0.2	-1	-1.5	-3	-2	0	-0.4	-0.5	-1.0	0.7
COc1ccc(CCN2CC34C=CC(O3)C(C(=O)NCc3ccccc3)C4C2=O)cc1OC (stereo not drawn)	-1.3	0.3	-2	-2.1	3	-3	-8	2.2	-0.3	0.9	2.5
CN(C)S(=O)(=O)c1ccc(Cl)c(NC(=O)CN2C(=O)NC3(CCCC3)C2=O)c1	-1.0	-1.1	1	0.5	4	-1	-16	1.4	-0.3	0.1	-1.8
Cc1ccc2nc(NC(=O)CSc3nc(=O)n(CCN(C)C)c4c3CCCC4)sc2c1	-0.1	0.2	-1	0.3	9	-2	-14	-2.0	-0.1	2.9	1.1
OCC(O)[C@@H](O[C@H]1O[C@H](CO)[C@@H](O)[C@H](O)[C@H]1O)[C@H](O)[C@@H](O)CO (stereo partly drawn)	-0.7	-1.3	1	2.3	1	-5	3	1.3	-0.4	0.1	-0.5
COc1ccc(C2c3[nH]c4ccccc4c3C[C@H]3C(=O)N(c4ccccc4C(=O)N4CCC[C@@H]4C(=O)O)C(=O)N23)cc1 (stereo partly drawn)	0.4	2.9	-2	2.2	-1	-9	-16	-0.9	0.8	-1.5	-1.1
Cc1ccc2cccc(OCCOCCOc3ccccc3Br)c2n1	-1.7	-0.6	-6	-0.8	-2	5	6	0.3	0.0	1.6	-0.1
Cc1cc(C(=O)N/N=C/c2ccc3c(c2)OCO3)c(C)o1	-1.2	0.8	2	11*	4	-3	-10	0.7	0.2	2.4	2.9
COc1ccc(C(=O)/C=C/c2cccnc2)c(OC)c1	-1.9	-4.5	2	-3.7	-1	-4	-1	2.6	-1.7	-0.9	-3.2
CN(CC(=O)Nc1cccc(F)c1)CC(=O)NC(c1ccccc1)c1ccccc1	-0.6	-0.3	0	-1.4	-10	6	4	-1.6	0.5	0.1	0.0
Nc1ncc(C(=O)O)c(-c2ccccc2)n1	-1.9	-0.4	-3	0.7	1	0	2	-0.8	0.1	-0.4	3.1
CC(C)N(Cc1ccccc1)C(=S)Nc1ccc(OC(F)F)cc1	-1.0	-1.7	-2	1.6	-1	0	-1	-0.2	-0.8	2.9	0.1
CCOc1ccc(C(=O)N(CC(=O)Nc2cccc(C)c2C)CC2CCCO2)cc1OC (stereo not drawn)	-0.7	-0.5	-2	0.2	0	-1	-10	2.3	-0.5	0.6	-0.7
C=CCOC(=O)C1=C[C@H](C2CCCCC2)[C@@H](CCCO)[C@H](OCC)O1	-1.2	-1.1	0	-1.2	-2	3	11	0.6	0.0	0.1	-2.0
O=C(CN1C(=O)c2ccccc2C1=O)NC1CCCCCC1	-0.7	0.5	-1	0.7	-2	-4	-3	-0.4	1.4	1.7	-1.5
Cc1cc(F)ccc1S(=O)(=O)Nc1ccccc1C(=O)NC1CCN(Cc2ccccc2)CC1	-0.7	-1.1	-2	-1.5	1	-41	-140	-0.8	0.2	0.5	0.4
COc1ccc(S(=O)(=O)N2CCCC2CNC(=O)C(=O)Nc2ccc(F)cc2)cc1 (stereo not drawn)	-1.2	-1.6	4	0.5	-4	2	1	-0.9	-0.7	2.0	-0.1
COC(C(=O)Nc1ccnn1C1CCN(Cc2nccs2)CC1)c1ccccc1 (stereo not drawn)	-0.7	2.0	1	0.5	3	2	2	-0.3	-0.3	0.4	0.2
Cc1cc(C)c2c(c1)cc(C)c1nnc(SCC(=O)N3CCCc4ccccc43)n12	-1.0	-1.2	-3	-3.1	-5	-2	-5	0.0	0.2	0.3	0.9
Cc1cc(N)n(-c2ccc(C)c(C)c2)n1	0.2	7.1*	3	8.2	1	1	4	-0.2	1.2	5.1	0.9
CC(=O)c1ccc(S(=O)(=O)N2CCC(Oc3ccc(-n4cnnn4)cc3)CC2)cc1	-1.2	-0.1	0	0.4	-3	0	1	-0.4	-1.1	-1.6	-0.1
COC(=O)[C@]12C[C@H](CC(=O)NCc3ccccc3)C(=O)N(Cc3ccccc3)C1=C[C@H](C1CCCC1)O[C@@H]2C	-0.5	-1.7	-4	-2.1	-6	1	6	-0.2	0.0	x	x
CCc1nccn1CCC(=O)N1CCc2c([nH]c3ccccc23)C1CC(C)C (stereo not drawn)	0.1	5.6*	2	1.8	-10	-11	-38	-0.9	-0.2	0.5	0.8
Cc1ccc(C(=O)Nc2ccc(S(=O)(=O)Nc3cnc4ccccc4n3)cc2)cc1	-0.8	1.8	2	6.3	7	-17	-46	-1.1	1.0	2.9	2.5
Cc1cccc(C)c1NC(=O)CN(C)C(=O)c1ccccc1C(=O)N(C)Cc1ccccc1	-1.2	-1.5	1	1.5	-2	0	-20	-1.0	0.0	-1.6	0.5
Cc1c(N2C(=O)c3ccccc3C2(O)c2ccccc2)c(=O)n(-c2ccccc2)n1C (stereo not drawn)	-1.4	-0.3	-1	-1.4	-3	-2	-4	-0.6	-0.8	2.1	0.0
CCOC(=O)N1CCN(C(=O)C[C@H]2C[C@@]3(C(=O)OC)C(=C[C@H](COCc4ccccc4)O[C@@H]3C)N(Cc3cccc4ccccc34)C2=O)CC1	-1.8	-2.6	-3	0.7	-2	3	7	x	-1.0	x	x
COc1ccc(N(CC(=O)N/N=C/c2cc(OC)ccc2OC)S(=O)(=O)c2ccccc2)cc1	-1.3	-0.6	0	3.7	31	-3	-16	-0.1	0.3	-0.8	1.9
C=CCn1c(COc2ccc(C)cc2)nnc1SCc1ccc([N+](=O)[O-])cc1	-2.3	-1.0	-4	-2.1	-7	3	5	x	-1.9	x	x
CC1(C)CC(=O)C(C=NCCN2CCN(C(=O)CCl)CC2)=C(O)C1	-0.2	0.2	2	3.7	2	-1	4	-1.1	-1.0	-1.3	0.4
COc1ccc(Oc2ccc(/C=C/C(=O)c3cccc(OC)c3)cc2[N+](=O)[O-])cc1	-2.0	-0.8	3	-0.6	-6	2	-4	-0.7	-0.3	-2.0	-1.2
CC(C)OC(=O)c1ccc(Cn2nnc3ccccc3c2=O)cc1	-1.3	-1.3	-5	2.2	5	-3	-10	-1.8	0.2	0.2	1.4
CCCc1c(O)nc(SCC(=O)N2CCCCC2)[nH]c1=O	-0.4	-1.1	3	0.6	3	2	9	-3.0	0.4	0.6	0.1
COc1ccc(C(=O)CSc2ccc(-c3ccco3)nn2)cc1	-1.6	1.8	5	-1.8	0	-1	1	-2.9	-0.3	3.4	-1.6
N#Cc1c(NCCO)ccc([N+](=O)[O-])c1NCCO	-1.2	-1.0	1	-1.2	1	-4	7	-2.2	-0.3	-0.1	1.4
Cc1ccc(C)c(S(=O)(=O)N2CCN(C(=O)c3n[nH]c(=O)c4ccccc34)CC2)c1	-0.9	-0.7	0	-0.9	0	-1	-3	0.7	0.3	-0.2	0.3
O=C(OCc1nc(-c2ccccc2)oc1COC(=O)c1ccco1)c1ccco1	-1.4	1.6	0	3.4	6	1	4	-0.6	-0.2	2.0	-0.9
C[C@@H]1OC(C2CCCCC2)N(C)[C@H]2C[C@H]3c4[nH]c5c(-c6ccc7c(c6)OCO7)cccc5c4CCN3C[C@@H]12 (stereo partly drawn)	-1.1	-1.1	-5	2.9	2	-6	-12	x	1.3	x	x
COc1ccccc1C(C)NCC(=O)NCc1ccc(C)cc1 (stereo not drawn)	-1.4	-2.4	-2	-0.7	-5	-3	-1	0.8	-0.6	1.6	0.7
CC(CN1CCN(Cc2ccccc2)CC1)OC(=O)c1ccco1 (stereo not drawn)	-0.9	-1.8	2	1.5	-4	-6	-6	-0.9	0.2	-0.9	1.5

Another view of 2 compounds above:
Cc1ccc(C)c(S(=O)(=O)N2CCN(C(=O)c3n[nH]c(=O)c4ccccc34)CC2)c1
  ssDAF12 agonist = -0.9	hcDAF12 agonist = -0.7	SMARCA2 act = 0	hgDAF-12 ag = -0.9	NPR1 activator = 0	ADAM17 inh = -1	ADAM10 inh = -3	PG9 Ab binder = 0.7	DAX1 inh-1 = 0.3	FXN GAA850 act = -0.2	DAX1 inh-2 = 0.3

O=C(OCc1nc(-c2ccccc2)oc1COC(=O)c1ccco1)c1ccco1
  ssDAF12 agonist = -1.4	hcDAF12 agonist = 1.6	SMARCA2 act = 0	hgDAF-12 ag = 3.4	NPR1 activator = 6	ADAM17 inh = 1	ADAM10 inh = 4	PG9 Ab binder = -0.6	DAX1 inh-1 = -0.2	FXN GAA850 act = 2.0	DAX1 inh-2 = -0.9

Hits appear at their usual frequency. About 6.8% of those tested had a hit in this group.
